Bioassay records from PubChem BioAssay.
GPR151 ag – activators of human GPR151. activation, % at 11.2 µM. PathHunter beta-arrestin GPR151 cells, luminescence. hit rate 1% among 650,000. AID 1508602; in the data active = activation above about 4.9%;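 note: 0% = median of compound wells and 100% = cells with positive control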
TEAD-YAP block – TEAD-YAP interaction inhibition | inhibition, % at 9.12 µM | HEK-TIYL cells, TEAD-Gal4/YAP UAS-luciferase luminescence | hit rate 1.4% among 640,000; in the data active = inhibition above about 32%;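 note: 0% = median of test compound wells and 100% = reference inhibitor wells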
FBW7 activator – activators of human E3 ligase FBW7; Q969H0; AlphaScreen FBW7–phospho-cyclin E peptide binding, activator screen; normalized activity (activation), % at 26.1 µM; hit rate 0.13% among 650,000; AID 1259310; in the data active = normalized activity above about 1.9%;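 note: purified mutant Fbw7 with reduced substrate affinity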
Target sequence (Q969H0 whole entry, looked up): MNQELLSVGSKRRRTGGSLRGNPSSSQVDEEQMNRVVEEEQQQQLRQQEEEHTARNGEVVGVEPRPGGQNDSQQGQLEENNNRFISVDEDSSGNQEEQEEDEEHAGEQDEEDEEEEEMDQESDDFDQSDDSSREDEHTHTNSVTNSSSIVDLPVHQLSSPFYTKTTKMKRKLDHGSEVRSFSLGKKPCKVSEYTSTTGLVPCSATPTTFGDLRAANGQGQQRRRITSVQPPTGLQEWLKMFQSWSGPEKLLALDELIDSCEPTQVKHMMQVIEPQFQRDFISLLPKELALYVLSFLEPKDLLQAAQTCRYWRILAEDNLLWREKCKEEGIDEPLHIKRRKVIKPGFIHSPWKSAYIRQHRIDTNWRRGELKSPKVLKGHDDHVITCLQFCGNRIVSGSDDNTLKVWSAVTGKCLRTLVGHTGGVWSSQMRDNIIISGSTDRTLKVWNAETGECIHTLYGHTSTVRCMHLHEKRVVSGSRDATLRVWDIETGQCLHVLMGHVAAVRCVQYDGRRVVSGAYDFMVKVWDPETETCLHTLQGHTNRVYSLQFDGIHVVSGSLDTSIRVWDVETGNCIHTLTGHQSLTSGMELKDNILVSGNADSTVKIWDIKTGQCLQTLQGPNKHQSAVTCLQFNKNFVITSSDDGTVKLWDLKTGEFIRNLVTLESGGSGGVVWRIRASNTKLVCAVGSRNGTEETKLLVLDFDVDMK
MITF inh – human MITF inhibition, primary screen | O75030 | AlphaScreen MITF homodimerization, bead proximity signal | inhibition, % at 2.6 µM | hit rate 0.91% among 650,000 | AID 1259374; in the data active = inhibition above about 50%;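 note: 0% = vehicle wells with protein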
The depositor's hits bear a star.

Values run as follows: GPR151 ag | TEAD-YAP block | FBW7 activator | MITF inh
1. CCCCCn1c(SCC#N)nc2cc(C(=O)NCc3cccc(Cl)c3)ccc2c1=O
  -0.8 | -3.7 | -0.1 | 2.8
2. CCOC(=O)C1CCN(c2ccc([N+](=O)[O-])cc2C(=O)Nc2ccc(OC(F)(F)F)cc2)CC1
  0.3 | 16.4 | -0.1 | 2.5
3. Nc1c(C(=O)NCc2ccc(Cl)cc2Cl)nnn1Cc1ccc(F)cc1
  -0.2 | 8.9 | 0.2 | 10.6
4. Nc1ccc2c(c1)C(=O)N(c1ccc3ccccc3c1)C2=O
  2.2 | -47.5 | 1.3 | -10.9
5. COc1ccc(/C=C2\C(=O)NC(=O)N(c3ccc(C(=O)O)cc3)C2=O)cc1Cl
  -0.6 | 1.7 | 0.1 | -1.6
6. CCOc1cc(/C=C2/SC(=S)NC2=O)cc(Br)c1O
  1.1 | 8.4 | 0.2 | 11.7
7. O=C(COc1cccc(Br)c1)N/N=C/c1ccccc1[N+](=O)[O-]
  0.3 | -0.7 | 0.1 | 27.7
8. Clc1ccc(-n2ncnc2-c2ccc(Br)cc2)cc1
  0.8 | 8.9 | -0.2 | -8.6
9. COc1ccc(-n2nc3c(c2NC(=O)/C=C\c2cc(OC)c(OC)c(OC)c2)CS(=O)(=O)C3)cc1
  0.2 | -3.2 | -0.1 | -0.2
10. CC1=C(C(=O)Nc2ccc(C)cc2C)C(c2cccc(Cl)c2)NC(=S)N1 (stereo unspecified)
  0.5 | -1.9 | 0.0 | 72.5*
11. O=C(c1ccoc1)N1CCCC(COc2ccc(CN3CCOCC3)cc2)C1 (stereo unspecified)
  -1.1 | 6.9 | 0.0 | -8.0
12. Cc1cc(NC(=O)c2ccc3c(c2)C(=O)N(Cc2ccco2)C3=O)no1
  0.1 | 1.6 | 0.0 | 17.8
13. NCCNCCOCCOc1ccc(Cl)c(Cl)c1
  0.1 | -5.6 | 0.0 | 5.8
14. Cc1ccc(NC(=O)CCNC(=O)C2OC3OC(C)(C)OC3C3OC(C)(C)OC23)cc1 (stereo unspecified)
  0.0 | -4.4 | 0.1 | -6.3
15. NC(=O)c1c(NC(=O)CCc2ccccc2)sc2c1CCCCC2
  -1.0 | -33.3 | 0.0 | 0.8
16. COc1ccc(CC(=O)N2CCC(O)(c3ccccn3)CC2)cc1OC
  2.0 | -7.0 | -0.2 | -4.8
17. CN1CCCc2cc(CNC3CCC(n4cc(C(=O)NCCO)nn4)CC3)ccc21 (stereo unspecified)
  2.5 | 8.1 | 0.2 | -1.5
18. CN(Cc1ccccc1)C(=O)CN1CCN(Cc2ccc(Cl)cc2)C1=O
  -0.2 | 5.0 | -0.2 | -8.2
19. COc1ccccc1-n1c(C)nc2cc(C(=O)O)ccc21
  -0.3 | 5.3 | 0.4 | 9.6
20. O=C(NCCc1ccc(Cl)cc1)c1ccc2c(=O)n(Cc3cccc(Br)c3)c(=S)[nH]c2c1
  0.3 | -6.0 | 0.1 | 8.0
21. C=CCOC(=O)c1ccc(NC(=O)C(NC(=O)c2ccccc2)=C(C)C)cc1
  -0.1 | 9.6 | 0.3 | 11.9
22. CCC(C)C(NC(=O)C(NC(=O)OC(C)(C)C)C(C)C)C(=O)NC(CCC(=O)OCc1ccccc1)C(N)=O (stereo unspecified)
  -0.5 | 7.6 | 0.0 | -0.2
23. COc1ccccc1C(=O)NCC(=O)n1nc(C)cc1C
  3.3 | -7.0 | -0.1 | -6.1
24. CC1(C)Cc2c(sc3ncn4nc(-c5ccccc5O)nc4c23)C(C)(C)N1
  -0.7 | -3.4 | 0.0 | -5.3
25. CN(Cc1ccccc1)S(=O)(=O)c1ccc2[nH]c(=O)c(=O)[nH]c2c1
  5.2* | 5.6 | 0.0 | -5.2
26. CC(C)n1cnc2c(Nc3ccc(Oc4ccccc4)cc3)nc(Nc3ncccn3)nc21
  2.9 | 18.7 | -0.1 | 1.9
27. CC(=O)c1cccc(-c2cc(NCc3ccccc3)ncn2)c1
  2.3 | -44.3 | 0.1 | 2.0
28. COC(=O)COc1ccc(NC(=O)c2ccccc2C)cc1
  -1.8 | 7.8 | 0.1 | 6.5
29. Cc1ccc(NC(=O)C(=O)NCC(C)O)cc1 (stereo unspecified)
  1.5 | -50.6 | 0.3 | 15.9
30. COc1ccc(C2(C(=O)O)CCCC2)cc1OC
  0.1 | 1.4 | -0.5 | 12.6
31. N#Cc1ccc(OCC(=O)OCC(=O)c2ccc[nH]2)cc1
  -1.0 | -11.8 | -0.2 | -2.5
32. O=C1NC(=O)C(Cc2ccc(-n3cncn3)cc2)S1 (stereo unspecified)
  -0.7 | -13.2 | 0.0 | 0.9
33. O=c1/c(=C/c2cccc(F)c2)sc2nc3ccccc3n12
  0.9 | 2.3 | 0.2 | 6.7
34. CCc1ccc(-c2nc(CN3CCCC(C(=O)NCC4CCCO4)C3)c(C)o2)cc1 (stereo unspecified)
  0.5 | 5.5 | 0.1 | 6.4
35. CCCC(c1nnnn1CCc1ccc(OC)c(OC)c1)N1CCN(C)CC1 (stereo unspecified)
  -0.7 | 2.7 | 0.0 | -4.5
36. CCOC(=O)c1sc2nc(CSc3nc4nc(C)cc(C)n4n3)[nH]c(=O)c2c1C
  0.4 | -0.4 | -0.2 | 2.2
37. Cc1noc(C)c1COC(=O)c1ccc([N+](=O)[O-])o1
  -1.0 | 12.3 | 0.0 | 9.4
38. Cc1ccc(S(=O)(=O)Nc2nc(C)cc(NCCN)n2)cc1
  -0.2 | -7.2 | 0.0 | -14.3
39. O=C(NC(N1CCOCC1)C(Cl)(Cl)Cl)c1ccc(F)cc1 (stereo unspecified)
  2.6 | 3.7 | 0.1 | 8.0
40. O=[N+]([O-])c1ccc(COc2ccccc2Cl)cc1
  -1.1 | -71.8 | 0.0 | 10.6
41. O=C1C2OCC(O2)[C@@H]2[C@@H]1[C@@H]1c3ccccc3C=CN1[C@@H]2C(=O)C12CC3CC(CC(C3)C1)C2 (stereo partly specified)
  -0.1 | 4.9 | -0.2 | 7.5
42. CCOC(=O)N1CCC(n2c(SCc3cccc([N+](=O)[O-])c3)nc3ccsc3c2=O)CC1
  0.2 | -3.5 | 0.2 | 1.1
43. Cc1ccc(CN2C(=O)c3ccc([N+](=O)[O-])cc3C2=O)cc1
  0.5 | 3.0 | 0.1 | 13.1
44. CCCc1nnc(NC(=O)c2ccccc2O)s1
  2.2 | -35.3 | 0.2 | -2.3
45. CC(C)(O)P(=O)(c1ccccc1)c1ccccc1
  1.3 | -4.7 | 0.1 | -0.9
46. COc1ccc(NC2CC(C)NC(=S)N2)cc1 (stereo unspecified)
  0.0 | -2.5 | -0.4 | -3.7
47. CCOC(=O)N1CCN(S(=O)(=O)c2ccc(OCC)c3ncccc23)CC1
  2.0 | -2.6 | -0.1 | 6.3
48. CCc1ccc(NC(=O)CCCNC(=O)Cn2cnc3sc(C)c(C)c3c2=O)cc1
  -0.2 | 11.4 | 0.1 | 12.5
49. Cc1nc2sc3c(c2c2nn(CC(=O)N4CCOCC4)c(=O)n12)CCC(C)C3 (stereo unspecified)
  0.0 | 9.2 | -0.1 | 6.8
50. CN1CCN(c2ccc(-c3cncc(C(=O)NC4CC4)c3)cc2)CC1
  -1.6 | -22.9 | 0.4 | 27.9
51. NCCNC(=O)Cn1cnc2c(N)ncnc21
  -0.5 | 4.0 | 0.0 | 32.6
52. COc1ccc(CCNC(=O)CSc2nc3ccccc3c(=O)n2CCC(=O)NC2CCCCC2)cc1OC
  0.1 | 1.2 | 0.1 | -1.9
53. CC(C)(C)OC(=O)N1C(C(=O)O)CSC1c1ccccc1F (stereo unspecified)
  0.4 | 0.9 | 0.0 | 0.1
54. O=C(Nc1ccccc1)/C(=C/c1ccc(Cl)cc1)NC(=O)c1ccco1
  -0.3 | -1.8 | 0.7 | 8.2
55. Cc1ccc(CCC(=O)Nc2ccc(C(F)(F)F)cc2)o1
  -0.8 | -0.8 | -0.2 | -7.7
56. Cc1ncc2c(c1CNC(=O)Cc1cccs1)CCN(C(=O)CCC1CCCC1)C2
  -0.4 | -7.9 | 0.4 | 9.2
57. O=C(COC(=O)c1ccccc1Br)NC(=O)NCc1ccccc1
  0.5 | -2.5 | -0.1 | -0.2
58. COc1cc(C(C)=O)ccc1Oc1ncnc2c1cnn2-c1ccc(C)cc1C
  0.8 | 2.6 | 0.1 | 9.9
59. O=C1NC(=O)C(=Cc2ccc(OCc3ccc(I)cc3)cc2)C(=O)N1
  -0.3 | -16.0 | 0.0 | 5.2
60. CC(=O)Nc1c(C)nn(-c2ccc([N+](=O)[O-])cc2)c1C
  -0.1 | -5.5 | -0.2 | -4.4

Single records (already shown):
CCCC(c1nnnn1CCc1ccc(OC)c(OC)c1)N1CCN(C)CC1 (stereo unspecified) across the screens: GPR151 ag = -0.7; TEAD-YAP block = 2.7; FBW7 activator = 0.0; MITF inh = -4.5
O=C(NC(N1CCOCC1)C(Cl)(Cl)Cl)c1ccc(F)cc1 (stereo unspecified) across the screens: GPR151 ag = 2.6; TEAD-YAP block = 3.7; FBW7 activator = 0.1; MITF inh = 8.0

Later entries
Values run as follows: GPR151 ag | TEAD-YAP block | FBW7 activator | MITF inh
61. CCC(=O)Nc1sc(/C(C)=C\C#N)c(C)c1C(=O)OC
  0.3 | 2.3 | 0.1 | 1.2
62. COc1ccc(C2CC(c3ccc([N+](=O)[O-])cc3)=NN2C(=O)c2ccccc2)cc1OC (stereo unspecified)
  -0.3 | -0.9 | 0.1 | 12.4
63. Cc1cc(C)n(C(=O)C23CC4CC(CC(C4)C2)C3)n1
  -0.5 | 9.9 | 0.0 | 2.9
64. COc1cc(Br)c(C=O)cc1Oc1ccc([N+](=O)[O-])cc1
  -0.4 | -0.7 | 0.1 | 18.1
65. COc1cccc(CN(CCN(C)C)C(=O)c2cnn3cc(-c4cn[nH]c4)ccc23)c1
  2.1 | -6.4 | -0.5 | -0.1
66. CCCCN(C)S(=O)(=O)c1ccc2c(c1)CCN2C(=O)C1CC1
  -0.1 | -30.1 | 0.1 | 4.6
67. CCN(CC)c1nc(NCc2cccc(C(F)(F)F)c2)nc(NCc2ccc3c(c2)OCO3)n1
  6.4* | -6.2 | 0.1 | 6.7
68. Cc1ccc(-n2nc3c(c2NC(=O)C24CC5CC(CC(C5)C2)C4)CS(=O)(=O)C3)cc1
  0.7 | 3.6 | 0.1 | -13.9
69. COc1ccc(/C=C2\CCn3c2nc2ccccc2c3=O)cc1OC
  0.9 | -55.4 | 0.4 | 4.0
70. Cc1cccnc1NC(=O)c1c[nH]c2ccc(F)cc2c1=O
  -0.8 | -3.7 | -0.1 | -1.4
71. CCC(NC(=O)c1ccccc1NC(=O)c1ccccc1)C(=O)OC (stereo unspecified)
  -1.5 | 7.0 | 0.4 | 11.0
72. O=C(COC(=O)C12CCC(=O)N1c1ccccc1S2)Nc1cccc2ccccc12 (stereo unspecified)
  -0.9 | 1.4 | 0.0 | 7.5
73. C=CCn1c(-c2ccccc2O)n[nH]c1=S
  -0.1 | -5.3 | -0.1 | 11.6
74. CCc1ccccc1N(CC(=O)Nc1ccccc1C(=O)O)S(C)(=O)=O
  -0.3 | -0.1 | -0.1 | -5.0
75. O=C(Nc1cccc(-c2cc3ccccc3oc2=O)c1)c1ccc(Cl)c([N+](=O)[O-])c1
  0.3 | 4.4 | 0.8 | 7.9
76. CCOc1ccc(C2CC(c3cccc(C)c3)n3nc(N)nc3N2)cc1 (stereo unspecified)
  0.4 | 1.6 | -0.2 | 0.3
77. O=C(Nc1nc2ccccc2[nH]1)C1CC1c1ccccc1 (stereo unspecified)
  -0.5 | -41.1 | -0.2 | -8.3
78. Cc1cccc(C)c1NC(=O)CSc1nc2ccc(N)cc2s1
  -1.0 | -10.8 | -0.2 | -8.3
79. COC(=O)C1=C(C)N(C)C(C)=C(C(=O)OC)C1c1ccsc1
  -0.6 | 11.9 | 0.5 | 15.4
80. Cc1cc(=O)[nH]c(N/N=C/c2ccc(OC(=O)c3ccc(Br)o3)cc2)n1
  1.4 | 0.0 | 0.0 | 3.1
81. O=C(OC1CCOC1=O)c1ccc(N2CCCCC2)c([N+](=O)[O-])c1 (stereo unspecified)
  1.3 | 6.8 | 0.2 | -12.7
82. NC(=O)N[C@@H](Cc1c[nH]c2ccccc12)C(=O)OCCOc1cccc(Br)c1
  1.1 | 1.3 | 0.0 | 4.1
83. Cc1ccc(C2CC(c3cccs3)=NN2C(=O)CSc2nnc(CNC(=O)c3cccc(C)c3)n2-c2ccccc2)cc1 (stereo unspecified)
  0.6 | 7.0 | 0.0 | 4.0
84. COc1ccc(S(=O)(=O)NC(N)=NCCc2c(C)[nH]c3ccc(F)cc23)cc1C
  -1.5 | 4.7 | 0.7 | 13.0
85. COC(=O)c1c(NC(=O)c2ccc3c(c2)OCO3)sc(C(=O)N(C)C)c1C
  -0.6 | -2.9 | 0.2 | 15.9
86. CC(C)C[C@H]1NC(=O)[C@@H]2C[C@H](NC(=O)c3cccnc3)CN2C1=O
  -0.5 | 3.7 | 0.2 | 9.2
87. Cc1ccc(C2=N/C(=C\c3ccc(Br)o3)C(=O)O2)cc1
  1.8 | 5.4 | -0.1 | -0.9
88. Fc1ccc(C2=Nc3ccc(F)cc3C(C3CC3)=NN2)cc1
  -1.4 | -2.3 | -0.4 | -12.4
89. CN(C)c1cccc(C(=O)OCC(=O)C23CC4CC(CC(C4)C2)C3)c1
  -0.9 | -4.2 | 0.2 | -0.6
